High-throughput results: PubChem BioAssay, several laboratories
HDAC3 inhib = blocks human histone deacetylase 3. recombinant HDAC3, fluorogenic peptide/trypsin coupled, fluorescence. inhibition, % at 8.3 µM. 320,000 tested, 0.15% active. AID 2718; in the data active = inhibition above about 26%, passing the limit was not always enough
Target sequence (O15379 whole entry, looked up): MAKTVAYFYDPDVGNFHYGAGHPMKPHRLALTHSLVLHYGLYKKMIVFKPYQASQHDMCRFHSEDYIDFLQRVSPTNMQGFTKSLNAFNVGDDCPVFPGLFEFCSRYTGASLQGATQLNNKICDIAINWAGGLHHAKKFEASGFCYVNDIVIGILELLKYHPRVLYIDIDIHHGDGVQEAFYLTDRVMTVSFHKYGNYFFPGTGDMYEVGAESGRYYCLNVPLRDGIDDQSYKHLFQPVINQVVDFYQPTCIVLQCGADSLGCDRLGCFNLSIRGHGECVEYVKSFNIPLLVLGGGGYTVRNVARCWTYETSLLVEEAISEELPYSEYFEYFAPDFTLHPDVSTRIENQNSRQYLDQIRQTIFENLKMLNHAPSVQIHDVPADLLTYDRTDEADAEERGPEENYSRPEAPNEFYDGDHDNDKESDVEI
AI-2 QS mod = Vibrio harveyi AI-2 quorum sensing modulation | activity change, % at 7.5 µM | Vibrio harveyi JMH597 AI-2 luminescence/OD600 ratio, 9 h; active compounds read low; strain lacks LuxN and CqsS sensors; 0 = neutral-control median | 300,000 tested, 0.4% active; in the data active = activity change below about -75%, passing the limit was not always enough;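 note: luminescence divided by OD600 gain over 9 h not by final OD600 alone; inactives centre near 13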
IEC-6 cytotox = IEC-6 cytotoxicity, counter-screen for KLF5 inhibitors; luminescence viability; inhibition, % at 5 µM; 290,000 tested, 0.78% active; AID 1825; in the data active = inhibition above about 22%;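 note: 0% = plate median of test compound wells and 100% = cytotoxic reference compound wells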
HSP90 refold inh = inhibitors of HSP90 luciferase refolding in rabbit reticulocyte lysate; inhibition, % at 5.6 µM; 290,000 tested, 0.91% active; luciferase refolding luminescence, 3 h;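 active = inhibition above the screen-wide mean plus 3 SD, computed separately per campaign, cut at about 16% in these data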;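 note: 0% = DMSO wells and 100% = 60 µM geldanamycin wells; inhibitors lower the luminescence because luciferase stays unfolded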
aSyn 5UTR inh = MLPCN primary screen, SNCA 5' untranslated region | alpha-synuclein 5'UTR reporter, inhibitor activity | inhibition, % (tested at 7.5 µM) | 300,000 tested, 0.82% active; in the data active = inhibition above about 60%;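 note: H4 neuroglioblastoma cells stably carrying SNCA 5'UTR luciferase fusion; 0% = DMSO wells and 100% = positive control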
HIF activator = HIF pathway transcriptional activation. U2OS HRE-luciferase reporter, luminescence; normalized: DMSO 0%, desferrioxamine 100%. activation, % at 7.5 µM (by protocol). 300,000 tested, 0.32% active. AID 1910;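 active = mean activation of at least 10% of the iron chelator positive control signal, with at least half of replicates also reaching 10%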
HSF1 inhib = HSF1 inhibition. NIH3T3-HGL HSE-luciferase, MG132-induced, luminescence 8 h; active compounds read low. activity change, negative = inhibition, % at 7.5 µM (by protocol). 300,000 tested, 0.77% active. AID 2098;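 active = more than half of replicate wells show activity change below -50%, luminescence cut by over half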;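 note: luciferase reports HSF-1 transcriptional activity via heat shock element; 0% = median of DMSO wells and -100% = zero luminescence signal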
HSF1 activator = increases HSF-1 driven luciferase reporter signal; activation, % at 9 µM; 300,000 tested, 1.7% active; NIH3T3-HGL HSF-1 luciferase reporter, MG132, 8 h; 100% = twice DMSO control signal;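 active = mean replicate activation of at least 50% with a set share of replicates each reaching 50%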;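 note: 0% = median of the neutral control wells and 100% = twice that signal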
KLF5 inhibitor = inhibitors of KLF5 expression | DLD-1 KLF5 promoter-luciferase reporter, luminescence | inhibition, % at 5 µM | 290,000 tested, 0.23% active | AID 1700;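 active = inhibition above a per-plate limit of that plate's mean compound inhibition plus 3 SD, cut at about 60% in these data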;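 note: 0% = DMSO wells and 100% = LY294002 at 200 µM; higher means less KLF5 promoter-driven luciferase light; inactives centre near -14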
Platelet DG rel = platelet dense granule release activity. human platelet-rich plasma, SFLLRN dense granule ATP release, luminescence. inhibition, %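 (compounds screened at 7.5 µM in platelet-rich plasma)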. 300,000 tested, 0.22% active. AID 1663;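 active = mean replicate score, as percent of positive control, at or above 50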
The depositor's hits bear a star; & = joins results of further samples. Outcome played no part in choosing rows. Share with any hit: about 5%.

Results for CSCC(C)N1CCC(CO)(CCCc2ccccc2)CC1 (stereo unspecified) ?
HDAC3 inhib: -3; AI-2 QS mod: 26; IEC-6 cytotox: 1; HSP90 refold inh: -5; aSyn 5UTR inh: 8; HIF activator: 0.1; HSF1 inhib: -9; HSF1 activator: 1; KLF5 inhibitor: -27; Platelet DG rel: 0

What do the screens show for `CCOC(=O)c1cn(-c2ccc(F)c(F)c2F)c2c(F)c(F)c(F)cc2c1=O`?
HDAC3 inhib: -7; AI-2 QS mod: 6; IEC-6 cytotox: -2; HSP90 refold inh: -9; aSyn 5UTR inh: -21; HIF activator: -0.7; HSF1 inhib: 2; HSF1 activator: -3; KLF5 inhibitor: -7; Platelet DG rel: -7

Results for COc1ccc(NC(=O)C2CCN(S(C)(=O)=O)CC2)c(OC)c1 ?
HDAC3 inhib: -1; AI-2 QS mod: -2; IEC-6 cytotox: -6; HSP90 refold inh: -5; aSyn 5UTR inh: -23; HIF activator: -0.4; HSF1 inhib: -2; HSF1 activator: 20; KLF5 inhibitor: -29; Platelet DG rel: -2

What do the screens show for `Cc1cc(C)nc(NC(=O)c2cccs2)n1`?
HDAC3 inhib: -4; AI-2 QS mod: 29; IEC-6 cytotox: -3; HSP90 refold inh: 0; aSyn 5UTR inh: -2; HIF activator: 0.1; HSF1 inhib: 1; HSF1 activator: -9; KLF5 inhibitor: 0; Platelet DG rel: 0

What do the screens show for `CCC(C(=O)NC1CC(C)(C)NC(C)(C)C1)c1ccccc1` (stereo unspecified)?
HDAC3 inhib: 2; AI-2 QS mod: 21; IEC-6 cytotox: -2; HSP90 refold inh: -1; aSyn 5UTR inh: 6; HIF activator: -0.6; HSF1 inhib: -4; HSF1 activator: -7; KLF5 inhibitor: -35; Platelet DG rel: -1

What do the screens show for `NC(=O)C1=C[C@@H](c2ccc(Br)cc2)C[C@@H](OCc2ccc(CO)cc2)O1`?
HDAC3 inhib: 1; AI-2 QS mod: -2; IEC-6 cytotox: -1; HSP90 refold inh: 6; aSyn 5UTR inh: 3; HIF activator: 0.3; HSF1 inhib: 2; HSF1 activator: 10; KLF5 inhibitor: -31; Platelet DG rel: -3

Results for CN(C)C(=O)c1ccccc1NC(=O)Cc1cccc2ccccc12 ?
HDAC3 inhib: 2; AI-2 QS mod: 12; IEC-6 cytotox: -2; HSP90 refold inh: -1; aSyn 5UTR inh: 12; HIF activator: -0.3; HSF1 inhib: 13; HSF1 activator: -1; KLF5 inhibitor: -9; Platelet DG rel: -4

What do the screens show for `CCN=C1S/C(=C\c2cc(Br)c(O)c(OC)c2)C(=O)N1CC`?
HDAC3 inhib: 3; AI-2 QS mod: 22; IEC-6 cytotox: 0; HSP90 refold inh: -1; aSyn 5UTR inh: 55; HIF activator: -0.9; HSF1 inhib: 9; HSF1 activator: 31; KLF5 inhibitor: -9; Platelet DG rel: 8

How did COCCn1c(=N)c(S(=O)(=O)c2ccc(F)cc2)cc2c(=O)n3cccc(C)c3nc21 do in these assays?
HDAC3 inhib: -14; AI-2 QS mod: 23; IEC-6 cytotox: -1; HSP90 refold inh: 1; aSyn 5UTR inh: 1; HIF activator: -0.6; HSF1 inhib: -4; HSF1 activator: -7; KLF5 inhibitor: -12; Platelet DG rel: 5

How did O=C(c1ccc(Cl)s1)N1CCN(c2ccccc2)CC1 do in these assays?
HDAC3 inhib: 0; AI-2 QS mod: 7; IEC-6 cytotox: 1; HSP90 refold inh: -4; aSyn 5UTR inh: 2; HSF1 inhib: 14; HSF1 activator: -1; KLF5 inhibitor: 10; Platelet DG rel: 31

Results for Cc1ccc(S(=O)(=O)NCC(=O)N(CCc2ccccc2)CC(=O)NCc2ccco2)cc1 ?
AI-2 QS mod: 20; IEC-6 cytotox: 1; HSP90 refold inh: 8; aSyn 5UTR inh: -4; HIF activator: -0.1; HSF1 inhib: 9; HSF1 activator: 9; KLF5 inhibitor: -5; Platelet DG rel: -1

Results for S=C(Nc1cccc(Cl)c1)Nc1ccccc1Oc1ccccc1 ?
HDAC3 inhib: -5; AI-2 QS mod: 12; IEC-6 cytotox: 8; HSP90 refold inh: 0; aSyn 5UTR inh: 24; HIF activator: 0.2; HSF1 inhib: 2; HSF1 activator: 15; KLF5 inhibitor: 3; Platelet DG rel: 2

What do the screens show for `CCCC(C)NC(=O)Cc1ccccc1[N+](=O)[O-]` (stereo unspecified)?
HDAC3 inhib: 0; AI-2 QS mod: -1; IEC-6 cytotox: 7; HSP90 refold inh: -1; aSyn 5UTR inh: -45; HIF activator: -0.2; HSF1 inhib: -2; HSF1 activator: -12; KLF5 inhibitor: 9; Platelet DG rel: 0

Results for CC(C)CN(C(=O)COC(=O)c1ccc2c(c1)OCCO2)c1c(N)n(Cc2ccccc2)c(=O)[nH]c1=O ?
HDAC3 inhib: 5; AI-2 QS mod: 24; aSyn 5UTR inh: 8; HIF activator: 0.2; HSF1 inhib: -5; HSF1 activator: 1; Platelet DG rel: -2

How did COc1ccc(N2C3=C(CC4=C2CC(C)(C)CC4=O)C(=O)CC(C)(C)C3)cc1 do in these assays?
HDAC3 inhib: 9; AI-2 QS mod: 23; IEC-6 cytotox: 2; HSP90 refold inh: 4; aSyn 5UTR inh: -13; HIF activator: 0.0; HSF1 inhib: -2; HSF1 activator: 15; KLF5 inhibitor: -4; Platelet DG rel: 0

Results for CN(C)CCCNC(=O)CCC1CCCCC1 ?
HDAC3 inhib: 9; AI-2 QS mod: 10; IEC-6 cytotox: -3; HSP90 refold inh: 3; aSyn 5UTR inh: 22; HIF activator: 0.0; HSF1 inhib: -5; HSF1 activator: 3; KLF5 inhibitor: -31; Platelet DG rel: -2

Results for CC(C)CCNC(=O)NC(=O)COC(=O)CNC(=O)C1CCCCC1 ?
HDAC3 inhib: 2; AI-2 QS mod: 13; IEC-6 cytotox: -2; HSP90 refold inh: 2; aSyn 5UTR inh: -10; HIF activator: -1.0; HSF1 inhib: 0; HSF1 activator: -10; KLF5 inhibitor: -24; Platelet DG rel: 1

What do the screens show for `CCOC(=O)C1CCN(C(=O)C2COc3ccccc3O2)CC1` (stereo unspecified)?
HDAC3 inhib: 2; AI-2 QS mod: 3; IEC-6 cytotox: -1; HSP90 refold inh: -1; aSyn 5UTR inh: 23; HIF activator: 0.4; HSF1 inhib: -11; HSF1 activator: 4; KLF5 inhibitor: -27; Platelet DG rel: -5

How did Cn1c(Cn2nnc3ccccc32)nnc1SCC(=O)N1CCc2ccccc21 do in these assays?
HDAC3 inhib: -2; AI-2 QS mod: 27; IEC-6 cytotox: 6; HSP90 refold inh: 0; aSyn 5UTR inh: 27; HIF activator: -0.6; HSF1 inhib: -7; HSF1 activator: -2; KLF5 inhibitor: -6; Platelet DG rel: 1

How did CC(=O)c1cccc(NC(=O)CCNC(=O)c2cccc(C)c2)c1 do in these assays?
HDAC3 inhib: 1; AI-2 QS mod: -10; IEC-6 cytotox: 3; HSP90 refold inh: 4; aSyn 5UTR inh: 2; HIF activator: 0.4; HSF1 inhib: 2; HSF1 activator: -1; KLF5 inhibitor: -15; Platelet DG rel: 1

Results for CCOc1ccc(NC(=O)NNC(=O)C2CCC(C(C)(C)C)CC2)cc1 (stereo unspecified) ?
HDAC3 inhib: 0; AI-2 QS mod: 13; IEC-6 cytotox: 3; HSP90 refold inh: 1; KLF5 inhibitor: -31; Platelet DG rel: -6

How did COc1ccc(/C=N/NC(=O)c2ccc3c(c2)OCCO3)c(OC)c1 do in these assays?
HDAC3 inhib: 8; AI-2 QS mod: 1; IEC-6 cytotox: 5; HSP90 refold inh: 3; aSyn 5UTR inh: -6; HIF activator: 0.4; HSF1 inhib: -61*; HSF1 activator: -66; KLF5 inhibitor: 2; Platelet DG rel: -1

How did CC(=O)Nc1ccc(S(=O)(=O)N=S(C)C)cc1 do in these assays?
HDAC3 inhib: 5; AI-2 QS mod: 15; IEC-6 cytotox: 0&2; HSP90 refold inh: 0&3; aSyn 5UTR inh: 10; HIF activator: -0.2; HSF1 inhib: -4; HSF1 activator: 1; KLF5 inhibitor: -8&-23; Platelet DG rel: 0

Results for CCOC(=O)c1ccccc1NC(=O)c1ccc(F)cc1 ?
HDAC3 inhib: 1; AI-2 QS mod: 0; IEC-6 cytotox: 4; HSP90 refold inh: 2; aSyn 5UTR inh: 5; HIF activator: -0.6; HSF1 inhib: 3; HSF1 activator: -3; KLF5 inhibitor: -13; Platelet DG rel: 5

Results for CCCCCn1c(=O)c(C(=O)c2ccccc2)nc2ccccc21 ?
HDAC3 inhib: 6; AI-2 QS mod: -9; IEC-6 cytotox: -6; HSP90 refold inh: 0; aSyn 5UTR inh: 0; HIF activator: -1.6; HSF1 inhib: 1; HSF1 activator: 12; KLF5 inhibitor: -19; Platelet DG rel: -1

What do the screens show for `CN(CCC1CCCCO1)Cc1cn(C)nc1-c1ccc2c(c1)OCCO2` (stereo unspecified)?
HDAC3 inhib: 2; AI-2 QS mod: 41; IEC-6 cytotox: 3; HSP90 refold inh: 0; aSyn 5UTR inh: 9; HIF activator: 0.4; HSF1 inhib: -5; HSF1 activator: -2; KLF5 inhibitor: 2; Platelet DG rel: 2

Results for COc1ccc(C2C3=C(CC(C)(C)CC3=O)OC(N)=C2[N+](=O)[O-])cc1 (stereo unspecified) ?
HDAC3 inhib: -2; AI-2 QS mod: 21; IEC-6 cytotox: -1; HSP90 refold inh: -2; aSyn 5UTR inh: 2; HIF activator: -0.1; HSF1 inhib: -4; HSF1 activator: -2; KLF5 inhibitor: -3; Platelet DG rel: -1

What do the screens show for `Cc1n[nH]c(C)c1N1C(=O)c2cccc3cc(Br)cc(c23)C1=O`?
HDAC3 inhib: 4; AI-2 QS mod: 28; IEC-6 cytotox: 0; HSP90 refold inh: -1; aSyn 5UTR inh: 27; HIF activator: 0.3; HSF1 inhib: -4; HSF1 activator: 3; KLF5 inhibitor: 3; Platelet DG rel: 36

How did O=C(O)c1cc(-c2ccccc2)n(-c2ccc(Cl)cc2)n1 do in these assays?
HDAC3 inhib: -7; AI-2 QS mod: 15; IEC-6 cytotox: 2; HSP90 refold inh: -2; aSyn 5UTR inh: -31; HIF activator: 0.1; HSF1 inhib: 2; HSF1 activator: -2; KLF5 inhibitor: -17; Platelet DG rel: -3

Results for CCOC(=O)c1cc2c(=O)n3ccccc3nc2n(CC(C)C)c1=NC(=O)c1c(-c2c(F)cccc2Cl)noc1C ?
HDAC3 inhib: -4; AI-2 QS mod: 7; IEC-6 cytotox: -6; HSP90 refold inh: 1; aSyn 5UTR inh: 46; HIF activator: 0.6; HSF1 inhib: 1; HSF1 activator: 6; KLF5 inhibitor: -7; Platelet DG rel: 8

How did CCc1ccc(C(=O)NNC(=O)OC)cc1 do in these assays?
HDAC3 inhib: 5; AI-2 QS mod: 3; IEC-6 cytotox: -4; HSP90 refold inh: -1; aSyn 5UTR inh: -20; HIF activator: -0.2; HSF1 inhib: -1; HSF1 activator: 7; KLF5 inhibitor: -23; Platelet DG rel: 9

Results for Cc1[nH]c2ccccc2c1/C=N/NC(=O)c1cc(C(C)(C)C)[nH]n1 ?
HDAC3 inhib: -1; AI-2 QS mod: 19; IEC-6 cytotox: 0; HSP90 refold inh: -3; aSyn 5UTR inh: -33; HIF activator: -0.1; HSF1 inhib: 1; HSF1 activator: -15; KLF5 inhibitor: -47; Platelet DG rel: -2

What do the screens show for `COC(C#CCCN(C)C)(c1ccccc1)c1ccccc1`?
HDAC3 inhib: 3; AI-2 QS mod: 11; IEC-6 cytotox: 1; HSP90 refold inh: 3; aSyn 5UTR inh: -13; HIF activator: -0.4; HSF1 inhib: 0; HSF1 activator: -3; KLF5 inhibitor: -39; Platelet DG rel: 2
